eLon inh: E. coli protease La inhibition. purified E. coli Lon protease, fluorescence polarization. inhibition, % at 7.94 µM. 360,000 compounds, 0.42% hits; in the data active means inhibition above about 13%, passing the limit was not always enough;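 further: 0% = enzyme with probe and DMSO and 100% = no enzyme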
MsrA inhibitor: bovine MsrA inhibition. inhibition, % at 15.5 µM. 360,000 compounds, 0.75% hits. purified bovine MsrA, absorbance read-out; in the data active means inhibition above about 4.5%;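 further: 0% = vehicle wells with enzyme and 100% = reference inhibitor wells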
SKN-1 inh: blocks SKN-1 activity in C. elegans; C. elegans VP596 Pgst-4::GFP/RFP ratio, acrylamide-induced, 24 h; inhibition, % at 21.8 µM; 360,000 compounds, 0.49% hits; AID 624304;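 active means interference check ratio from 0.5 to 1.5 plus GFP to RFP signal ratio inhibition reaching or exceeding a fixed threshold, cut at about 30% in these data, passing the limit was not always enough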; further: some compounds called inactive have numbers as strong as hits
bovine MsrA act: activators of bovine methionine sulfoxide reductase A. purified bovine MsrA, absorbance read-out. activation, % at 10.6 µM. 360,000 compounds, 0.3% hits. AID 602163; in the data active means activation above about 7.5%;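 further: 0% = vehicle and 100% = reference activator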
Rin1 Abl inh: inhibitors of human Rin1-Abl protein interaction; P00519+Q13671; TR-FRET Rin1/Abl binding, biochemical; inhibition, % at 7.35 µM; 360,000 compounds, 0.4% hits; AID 588664; in the data active means inhibition above about 5%, passing the limit was not always enough
MT1-MMP act inh: inhibitors of human MT1-MMP activation | P50281 | HT1080 RFP-PRO-GFP cells, GFP/RFP ratio fluorescence, overnight; percent of plate control window, DMSO zero | 360,000 compounds, 0.061% hits | GFP/RFP ratio change, % at 20 µM;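 active means GFP/RFP ratio change of at least 30% with cell ATP level not reduced by more than half and red fluorescence within 50% of control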; further: strong numbers were not always called active
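Material: RFP-PRO-GFP reporter HT1080 cells. Dosing: single-point 20 µM compound, 1% DMSO. Controls: DMSO and RFP-L50D-GFP cell wells. Timing: cells overnight before dosing, compound overnight, 37 °C, 5% CO2. Measure: GFP/RFP fluorescence ratio.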
CendR NRP1 mod: modulators of CendR peptide binding to human neuropilin-1; O14786; FAM-RPARPAR peptide binding to NRP-1, fluorescence polarization; inhibition, % at 25 µM; 360,000 compounds, 0.85% hits; AID 602438;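 active means inhibition or corrected inhibition above about 18%, plus a signal ratio from 0.5 to 1.5, limit read from the data, passing the limit was not always enough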; further: strong numbers were not always called active
Neddylation inh: inhibitors of human cullin neddylation; P61081+Q13564; TR-FRET cullin neddylation, biochemical; calls only at 25 µM; 360,000 compounds, 0.58% hits; in the data active means inhibition above about 36%
FAS-TE inh: inhibitors of human fatty acid synthase thioesterase domain; P49327; recombinant FAS-TE, OMFH fluorogenic substrate, fluorescence endpoint; inhibition, % at 15 µM; 360,000 compounds, 0.67% hits; AID 602261;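 active means compounds whose normalised, plate-corrected inhibition of enzyme fluorescence in the single-dose primary screen is 50% or more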;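 further: 0% = DMSO with enzyme and 100% = substrate without enzyme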
Target sequence (P49327 whole entry, looked up, the tested form may be a part): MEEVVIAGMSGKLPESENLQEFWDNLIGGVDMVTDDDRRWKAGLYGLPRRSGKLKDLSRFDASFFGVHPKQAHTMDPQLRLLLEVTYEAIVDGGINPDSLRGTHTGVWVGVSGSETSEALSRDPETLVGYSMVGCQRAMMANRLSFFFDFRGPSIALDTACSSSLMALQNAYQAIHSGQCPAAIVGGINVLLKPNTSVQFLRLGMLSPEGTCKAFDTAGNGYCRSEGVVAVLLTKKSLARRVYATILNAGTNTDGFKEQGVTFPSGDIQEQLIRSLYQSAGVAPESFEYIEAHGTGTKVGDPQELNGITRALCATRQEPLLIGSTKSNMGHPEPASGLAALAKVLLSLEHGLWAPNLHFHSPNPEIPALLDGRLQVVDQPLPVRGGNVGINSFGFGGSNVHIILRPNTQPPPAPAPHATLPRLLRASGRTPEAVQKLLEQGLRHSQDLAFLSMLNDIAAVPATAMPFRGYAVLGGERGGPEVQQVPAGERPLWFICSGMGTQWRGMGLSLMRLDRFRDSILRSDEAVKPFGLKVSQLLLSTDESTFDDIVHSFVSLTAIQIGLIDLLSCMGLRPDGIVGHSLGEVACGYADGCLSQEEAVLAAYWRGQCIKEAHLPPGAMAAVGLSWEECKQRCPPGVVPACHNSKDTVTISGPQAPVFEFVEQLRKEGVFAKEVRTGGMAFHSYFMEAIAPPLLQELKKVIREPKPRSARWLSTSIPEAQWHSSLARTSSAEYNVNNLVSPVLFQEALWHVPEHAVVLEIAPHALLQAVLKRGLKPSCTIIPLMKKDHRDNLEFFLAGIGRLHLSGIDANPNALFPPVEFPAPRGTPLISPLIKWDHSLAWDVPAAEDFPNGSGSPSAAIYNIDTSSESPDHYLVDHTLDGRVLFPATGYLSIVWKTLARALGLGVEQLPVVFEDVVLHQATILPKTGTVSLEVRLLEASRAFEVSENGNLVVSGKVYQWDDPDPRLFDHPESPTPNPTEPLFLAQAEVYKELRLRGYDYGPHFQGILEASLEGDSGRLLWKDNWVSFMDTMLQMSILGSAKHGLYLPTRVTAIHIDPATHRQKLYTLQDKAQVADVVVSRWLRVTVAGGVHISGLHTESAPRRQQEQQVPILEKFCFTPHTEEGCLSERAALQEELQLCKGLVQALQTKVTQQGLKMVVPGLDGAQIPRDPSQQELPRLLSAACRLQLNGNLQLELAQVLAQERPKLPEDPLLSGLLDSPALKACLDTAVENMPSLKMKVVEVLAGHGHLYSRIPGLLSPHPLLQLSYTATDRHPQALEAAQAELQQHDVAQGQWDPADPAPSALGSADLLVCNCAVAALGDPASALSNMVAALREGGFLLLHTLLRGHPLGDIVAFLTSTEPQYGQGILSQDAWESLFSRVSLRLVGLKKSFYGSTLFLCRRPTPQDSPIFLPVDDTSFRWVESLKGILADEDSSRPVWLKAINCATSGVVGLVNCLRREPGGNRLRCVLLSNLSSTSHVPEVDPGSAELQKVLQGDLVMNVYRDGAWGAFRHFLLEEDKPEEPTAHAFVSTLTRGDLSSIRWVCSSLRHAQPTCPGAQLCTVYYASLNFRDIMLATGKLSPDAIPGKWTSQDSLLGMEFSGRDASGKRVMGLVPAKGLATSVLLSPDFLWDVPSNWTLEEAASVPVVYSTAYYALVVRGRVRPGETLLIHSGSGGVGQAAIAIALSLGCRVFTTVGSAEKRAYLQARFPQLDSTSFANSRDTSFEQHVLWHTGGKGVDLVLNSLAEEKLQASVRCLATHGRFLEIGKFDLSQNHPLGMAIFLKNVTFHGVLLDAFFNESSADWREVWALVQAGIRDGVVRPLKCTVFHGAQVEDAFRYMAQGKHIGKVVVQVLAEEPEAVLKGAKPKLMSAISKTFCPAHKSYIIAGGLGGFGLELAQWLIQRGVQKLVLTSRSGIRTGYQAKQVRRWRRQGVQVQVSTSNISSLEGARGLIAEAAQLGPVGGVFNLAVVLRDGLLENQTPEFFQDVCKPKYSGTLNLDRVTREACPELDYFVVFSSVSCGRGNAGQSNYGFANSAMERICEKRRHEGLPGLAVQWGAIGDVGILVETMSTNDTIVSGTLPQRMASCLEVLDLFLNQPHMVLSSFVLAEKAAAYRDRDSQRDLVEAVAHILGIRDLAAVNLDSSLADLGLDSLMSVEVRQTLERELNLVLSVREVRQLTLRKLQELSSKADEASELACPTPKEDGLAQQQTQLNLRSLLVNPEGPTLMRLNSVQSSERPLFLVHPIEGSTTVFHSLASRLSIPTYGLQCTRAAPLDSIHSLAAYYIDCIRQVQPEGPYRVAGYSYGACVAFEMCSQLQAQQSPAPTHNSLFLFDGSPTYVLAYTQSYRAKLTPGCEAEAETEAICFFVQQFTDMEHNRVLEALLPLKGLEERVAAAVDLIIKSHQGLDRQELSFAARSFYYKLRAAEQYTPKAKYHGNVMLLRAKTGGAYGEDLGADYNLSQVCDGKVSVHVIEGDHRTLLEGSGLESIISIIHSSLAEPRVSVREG
An asterisk follows results filed as active; i = inactive; nt = not tested or not shown; + = active, no number.

#	mol	eLon inh	MsrA inhibitor	SKN-1 inh	bovine MsrA act	Rin1 Abl inh	MT1-MMP act inh	CendR NRP1 mod	Neddylation inh	FAS-TE inh
1	CC(C(=O)NC1CCCC1)N(C(=O)CS(=O)CC(=O)Nc1ccc(F)cc1)c1ccc2c(c1)OCCO2 (stereo not drawn)	-2	2.0	-2	-2	-3	1	-2	i	-6
2	CC(c1ccccc1)N(C)CC(=O)NC(=O)NCCC1=CCCCC1 (stereo not drawn)	-19	0.2	-3	-2	1	0	19	i	16
3	CCOc1cc(N2CCOCC2)c(OCC)cc1NC(=O)CN1CCN(Cc2ccc3c(c2)OCO3)CC1	2	-0.3	3	-3	1	-1	1	i	0
4	N#Cc1c(NC(=O)Cn2cnc3ccccc3c2=O)oc(-c2ccccc2)c1-c1ccccc1	-3	-0.9	3	-1	-1	3	0	i	23
5	CCOC(=O)C1(C)CCCN(C(=O)c2ccc(F)c(Cl)c2)C1 (stereo not drawn)	-4	0.8	3	-1	2	1	16	i	-1
6	CC1(C)SC(=S)N(c2ccccc2)C1/[N+]([O-])=C/c1cccc([N+](=O)[O-])c1 (stereo not drawn)	3	-1.1	14	-2	-1	3	3	i	2
7	Cc1nc2sccn2c(=O)c1S(=O)(=O)NCc1ccccc1Cl	2	1.6	1	-4	3	-4	2	i	-6
8	COc1cc(NC(=S)NNC(=O)C(C)(C)O)cc(OC)c1	4	0.4	-6	-3	2	-2	0	i	-3
9	COc1ccc(-n2c(SC)nnc2-c2c[nH]c3ccccc23)cc1	3	-0.1	-13	-8	0	-10	-17	i	-3
10	O=C(COC(=O)/C=C/c1ccc(Cl)cc1)Nc1ccccc1-c1ccccc1	-3	-0.8	4	-3	-3	5	-9	i	15
11	COc1cccc(-c2cc(C(=O)O)no2)c1	-7	1.4	2	-9	4	-7	3	i	-10
12	CC(c1n[nH]c(=S)n1Cc1ccccc1)N(C)C (stereo not drawn)	3	1.4	0	-1	2	4	-5	i	-4
13	CCOC(=O)C1CCCN(C(=O)c2ccc(CNS(=O)(=O)c3ccc(C)cc3)cc2)C1 (stereo not drawn)	2	-0.3	-12	2	3	0	0	i	-2
14	COc1cccc(-c2nc(CS(=O)(=O)c3ccccc3)no2)c1	0	0.0	0	-3	1	5	13	i	-4
15	COc1ccccc1NC(=O)c1cc2ccccc2o/c1=N\O	0	1.2	-13	0	-1	0	-6	i	-13
16	COc1ccc(S(=O)(=O)Nc2ccc3c(c2)C(=O)N([C@@H](C)CO)C[C@@H](C)[C@H](CN(C)C(=O)CCCN(C)C)OCCCC[C@H](C)O3)cc1	0	-1.1	-6	-2	1	-2	0	i	-7
17	COc1cccc(CNC(=O)c2ccc(Cl)c(NC3=NC4CS(=O)(=O)CC4S3)c2)c1 (stereo not drawn)	0	0.1	8	-2	4	5	15	i	-6
18	O=C(c1cc2ccccc2c(=O)o1)N1CCCc2ccccc21	3	0.9	5	0	-2	2	17	i	-6
19	O=C(CCN1C(=O)C2C3CCC(C3)C2C1=O)Nc1ccc(Cl)cc1Cl (stereo not drawn)	2	-1.1	6	-10	3	1	13	i	-3
20	O=C(Nc1ccc([N+](=O)[O-])cc1)c1cncc(Br)c1	-10	1.6	4	-2	2	-8	-4	i	6
21	COc1c(C)cc(C(O)c2ncc(-c3ccc(Cl)cc3)[nH]2)cc1C (stereo not drawn)	5	-0.1	9	-1	-6	-2	2	i	4
22	CC1(c2nnnn2Cc2ccccc2)CCC(=O)N1CCCn1ccnc1 (stereo not drawn)	0	1.3	14	-9	nt	0	-19	i	-9
23	Cc1ccccc1-c1nc(CS(=O)CC(=O)NCc2ccccc2)c(C)o1 (stereo not drawn)	-8	0.5	10	-3	0	1	-6	i	-2
24	CC(=O)n1cc(C2C(=O)CC(C)(C)CC2=O)c2ccccc21	3	1.0	21	-5	-7	-1	-2	i	-10
25	Cc1cc(N)n(-c2ccc(S(N)(=O)=O)cc2[N+](=O)[O-])n1	8	0.3	-1	-3	2	3	10	i	-5
26	Cc1onc(-c2c(F)cccc2Cl)c1C(=O)NCc1ccc(S(N)(=O)=O)cc1	-9	2.7	12	0	2	-1	3	i	-6
27	COc1cc(C(=O)NC2CCN(C)CC2)ccc1Nc1ncc2c(n1)N(C1CCCCC1)CCC(=O)N2C	5	2.7	-5	-6	3	29	-1	+	-2
28	COc1ccc(N2CCN(C3CCCN(C(=O)c4cccc(C)n4)C3)CC2)cc1 (stereo not drawn)	9	-0.5	9	-9	-1	-1	18	i	-3
29	COc1cccc(CNC(=O)CCC2CCCN(C(=O)c3cc4ccccc4o3)C2)c1 (stereo not drawn)	12	0.1	-8	-6	4	2	-4	i	2
30	COc1ccc2c(c1OC)C(=O)N1c3ccccc3C(=O)N(c3ccccc3)C21 (stereo not drawn)	-4	-0.5	7	-1	-1	-4	0	i	-2

Compounds shown so far containing fluorine (three):
#	mol	eLon inh	MsrA inhibitor	SKN-1 inh	bovine MsrA act	Rin1 Abl inh	MT1-MMP act inh	CendR NRP1 mod	Neddylation inh	FAS-TE inh
1	CC(C(=O)NC1CCCC1)N(C(=O)CS(=O)CC(=O)Nc1ccc(F)cc1)c1ccc2c(c1)OCCO2 (stereo not drawn)	-2	2.0	-2	-2	-3	1	-2	i	-6
5	CCOC(=O)C1(C)CCCN(C(=O)c2ccc(F)c(Cl)c2)C1 (stereo not drawn)	-4	0.8	3	-1	2	1	16	i	-1
26	Cc1onc(-c2c(F)cccc2Cl)c1C(=O)NCc1ccc(S(N)(=O)=O)cc1	-9	2.7	12	0	2	-1	3	i	-6

Remaining list, next part:
#	mol	eLon inh	MsrA inhibitor	SKN-1 inh	bovine MsrA act	Rin1 Abl inh	MT1-MMP act inh	CendR NRP1 mod	Neddylation inh	FAS-TE inh
31	CC(=O)Oc1ccc2c(c1)C(=O)CCCCCC(=O)O2	6	1.2	3	-6	-1	3	11	i	-7
32	Cc1ccc(C(=O)N(CN2CCCC2=O)c2ccccc2)cc1	-9	3.1	6	-5	-2	0	0	i	-4
33	O=C(Cc1cccc(NC(=O)C2CCN(C(=O)C3CC3)CC2)c1)Nc1cccc(C(=O)N2CCCCC2)c1	1	1.0	-14	0	0	2	4	i	-12
34	CCC(C)c1ccc(NC(=O)CC(C)=O)cc1 (stereo not drawn)	-4	0.7	0	-1	-4	-5	-3	i	-1
35	COc1ccc2nc(-n3c(O)c(C4=c5ccccc5=NC4=O)[nH]c3=S)sc2c1	3	0.8	-3	-8	1	35*	25	i	8
36	COc1cc(/C=N/NC(=O)c2nc(-c3ccccc3)n(-c3ccccc3)n2)ccc1O	-7	2.7	8	-5	4	3	-5	i	-6
37	CCCOc1ccc(C(=O)CCNc2ccc(C)c(Cl)c2)cc1	3	0.1	19	-3	0	-6	-5	i	-2
38	O=C(Nc1nccs1)c1ccc(Cl)nc1	-4	1.4	-5	-1	-1	0	-9	i	-6
39	CSc1ccccc1C(=O)NC1CC2CCC1C2 (stereo not drawn)	-13	0.3	1	-3	2	1	-1	i	-4
40	O=C(Cc1ccc([N+](=O)[O-])cc1)N1CCN=C1SCc1ccccc1	-1	1.3	7	-1	-1	10	-4	i	8
41	COc1cc(/C=N/N2CCN(c3ccccc3)CC2)cc(OC)c1OC(C)=O	-6	0.8	-8	-3	6	7	5	i	8
42	Cc1ccccc1NC(=S)N1CCN(c2ccccc2C)CC1	10	-0.1	15	-2	1	0	3	i	9
43	Cc1cc(C(=O)NNC(C)Cc2ccccc2)no1 (stereo not drawn)	-11	-0.9	13	-3	-5	1	19	i	-5
44	CC1=CC(C)(C)N(S(=O)(=O)c2ccc(C)cc2)c2ccc(C)cc21	-12	0.4	3	-1	-4	8	4	i	27
45	CCOC(=O)N1CCC(NC(=O)c2cc(C(=O)Nc3cccc(OC)c3)ccc2CO)CC1	3	1.6	3	-2	-2	2	16	i	-2
46	Cc1onc(-c2ccccc2)c1C(=O)OCC(=O)Nc1ccccc1Cl	0	0.1	19	-1	2	-4	7	i	12
47	Cc1cccnc1C(NC(=O)C1CCN(Cc2ccc(Cl)c(Cl)c2)CC1)c1ccc(Cl)cc1 (stereo not drawn)	-6	-0.1	-10	-1	0	4	-5	i	16
48	CC(C)Cn1c(N)c(C(=O)COC(=O)c2ccccc2F)c(=O)n(C)c1=O	0	-0.1	-11	-5	1	3	-6	i	-1
49	CCn1c2ccc(C)cc2c2n[nH]c(=S)nc21	7	1.0	6	-5	-5	nt	0	i	-3
50	Cc1ccc(-c2noc(CSc3nnc(Cc4cccs4)n3-c3ccccc3)n2)cc1	-6	0.7	2	-1	1	6	19	i	15
51	C[C@H]1COC(=O)[C@@H](Cc2ccc(F)cc2)C/C=C\C[C@H](CC(=O)NCCO)C(=O)N1	-1	-0.9	3	-4	6	3	18	i	-5
52	O=C(CN(C(=O)CCC(=O)Nc1ccccn1)c1ccc2c(c1)OCCO2)NCCc1ccccc1	-3	-1.0	-7	-9	2	-4	5	i	-5
53	O=c1nc2s/c(=C\c3ccco3)c(=O)n2nc1Cc1ccccc1	1	nt	-11	2	5	1	-60	i	-2
54	C/C(=N\Nc1cccc(C(=O)O)c1)c1cc2ccccc2o1	-3	5.5*	-7	-6	0	-12	4	i	7
55	CC(=O)Nc1ccc(S(=O)(=O)N(C)CC(=O)OCC(=O)Nc2ccc3c(c2)OCO3)cc1	4	-1.4	2	-4	-1	2	1	i	-4
56	COc1ccc(C(=O)NC(C)c2nnc(SCC(=O)NC3CCCCC3)n2C)cc1 (stereo not drawn)	-1	-0.2	-5	-3	0	1	1	i	-2
57	COCCN(CCOC)S(=O)(=O)c1ccc(/C(O)=C(\C#N)c2nc3ccccc3[nH]2)cc1	-7	2.8	7	-3	-4	0	0	i	-4
58	CCOC(=O)N1CCN(CC(O)COCc2ccc(OC)c(OC)c2)CC1 (stereo not drawn)	0	-0.1	-2	-2	-3	3	9	i	-14
59	Cc1cccc(C)c1Nc1ncnc2ccccc12	-5	2.2	11	-2	-3	1	2	i	-3
60	Cn1cccc1/C=C1\SC(=S)N(NC(=O)c2ccccc2O)C1=O	-252	1.2	9	-3	-5	-5	-132	i	-5
61	CCCCOc1ccc(C(=O)NNC(=O)c2cnccn2)cc1OC	-9	0.0	-4	-8	-1	0	-6	i	-2
62	CCOC(=O)c1sc(NC(=O)CNCc2ccccn2)c(C(=O)OCC)c1C	5	0.7	2	-5	0	5	3	i	9
63	CCOC(=O)C1=C(CC)Nc2ccccc2N/C1=N\S(=O)(=O)c1cc(Br)ccc1Br	1	0.9	-5	-2	1	0	8	i	5
64	COc1ccc(CNC(=O)C2CCN(C(=O)N3CCOc4ccc(C)cc43)CC2)cc1	3	0.7	20	2	-2	-4	2	i	-3
65	CC(Sc1nc2ccccc2s1)C(=O)Nc1ccc2c(c1)OCO2 (stereo not drawn)	-21	nt	0	-2	1	2	-4	i	-2
66	CC(Sc1nc(O)c(-c2ccccc2)c(=O)[nH]1)C(=O)Nc1ccc(Cl)cc1 (stereo not drawn)	-2	0.9	2	-3	4	-1	-3	i	-4
67	O=C(Cn1c(=O)c(=O)n(Cc2ccccc2)c2ccc(Cl)cc21)Nc1cccc(F)c1	1	0.1	8	-3	-2	-1	-3	i	-8
68	O=C(N=C1c2ccccc2CN1c1ccc(F)cc1)c1ccc(Cl)nc1	2	1.0	15	-2	4	3	-2	i	-5
69	COc1ccc(C(=O)NCCOc2ccccc2)cc1S(=O)(=O)N1CCOCC1	3	0.2	11	-4	-4	2	10	i	-2
70	OCCN1CCN(C(=S)NC2CCCC2)CC1	-3	-0.5	5	-12	-1	12	-12	i	-16
71	O=C(NCCc1ccccc1)C1(c2ccccc2)CCCC1	4	-1.0	2	-2	-1	0	2	i	3
72	Cc1nn(CC(=O)Nc2ccc(S(=O)(=O)N(C)C)cc2)c(C)c1[N+](=O)[O-]	0	-0.6	2	-4	0	3	-1	i	-4

Bioassay records: PubChem, several laboratories
